Screening results deposited in PubChem by Sanford-Burnham Center for Chemical Genomics.
APJ agonist: activates the human apelin receptor APJ; actives 0.11% (n = 330,000); AID 2520; activation, % at 20 µM; P35414; CHO-K1 APJ PathHunter beta-arrestin, luminescence; 0% DMSO wells, 100% apelin;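 active = activation more than six SD over the plate average, tested at 20 µM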;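 note: 0% = DMSO alone and 100% = apelin-13 at 10 nM; some results filed as inactive read as strong as hits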
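Material: CHO-K1 APJ beta-arrestin complementation cell line; Input: cell density 1000 per well; Incubation: compound stimulation 90 min at 25 °C, detection 60 min; Signal: luminescence from split beta-galactosidase complementation, Galacton Star/Emerald II substrate; Controls: DMSO-only wells as negative, 10 nM Apelin-13 as positive control.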
NLRP3 yeast inh: blocks the NALP3 inflammasome reconstituted in yeast | inhibition, % at 10 µM | AID 2825 | actives 0.39% (n = 330,000) | Yeast reconstituted NLRP3/ASC/caspase-1, beta-gal luminescence, 24 h;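 active = inhibition of 50% or more; inactive = inhibition below 50%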;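 note: plate controls were induced DMSO wells for no effect and uninduced yeast grown without galactose for full effect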
Mdm2 MdmX PPI: disrupts the human Mdm2-MdmX interaction; O15151+Q00987; SaOS-2 split-luciferase Mdm2/MdmX complementation, luminescence; inhibition, % at 8 µM; actives 3% (n = 330,000);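 active = inhibition of at least 50% at 8 µM in the primary screen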
Target sequence (O15151 whole entry, looked up): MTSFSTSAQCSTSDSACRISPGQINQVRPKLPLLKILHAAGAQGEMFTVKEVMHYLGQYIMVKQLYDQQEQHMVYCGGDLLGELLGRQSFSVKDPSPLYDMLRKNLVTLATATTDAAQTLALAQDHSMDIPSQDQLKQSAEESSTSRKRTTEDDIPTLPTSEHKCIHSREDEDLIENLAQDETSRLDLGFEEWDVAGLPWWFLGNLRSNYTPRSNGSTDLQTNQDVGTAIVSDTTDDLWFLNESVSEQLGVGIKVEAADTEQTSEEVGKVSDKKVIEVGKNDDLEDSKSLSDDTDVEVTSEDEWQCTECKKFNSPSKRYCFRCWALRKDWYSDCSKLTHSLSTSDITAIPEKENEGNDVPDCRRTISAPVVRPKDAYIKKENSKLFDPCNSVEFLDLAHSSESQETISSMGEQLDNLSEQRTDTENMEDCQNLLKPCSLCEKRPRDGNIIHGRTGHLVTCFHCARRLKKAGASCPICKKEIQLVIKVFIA
Target sequence (Q00987 whole entry, looked up): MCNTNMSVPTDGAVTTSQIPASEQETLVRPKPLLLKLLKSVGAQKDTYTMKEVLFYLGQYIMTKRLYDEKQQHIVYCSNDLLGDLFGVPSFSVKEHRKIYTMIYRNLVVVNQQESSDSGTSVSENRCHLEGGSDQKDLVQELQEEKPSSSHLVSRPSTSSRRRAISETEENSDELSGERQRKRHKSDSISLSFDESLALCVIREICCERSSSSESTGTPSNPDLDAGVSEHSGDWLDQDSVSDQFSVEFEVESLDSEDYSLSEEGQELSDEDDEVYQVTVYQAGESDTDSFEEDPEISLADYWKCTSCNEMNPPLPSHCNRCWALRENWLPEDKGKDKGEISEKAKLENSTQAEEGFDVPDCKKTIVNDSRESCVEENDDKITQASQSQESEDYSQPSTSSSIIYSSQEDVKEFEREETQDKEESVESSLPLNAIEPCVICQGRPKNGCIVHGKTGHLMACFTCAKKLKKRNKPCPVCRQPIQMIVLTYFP
UPR CHOP act: activators of apoptotic arm of unfolded protein response (CHOP) | actives 0.34% (n = 330,000) | CHO-CHOP luciferase reporter, UPR activation, luminescence; percent of tunicamycin response over DMSO baseline | activation, % at 10 µM;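 active = at 10 µM dose, activation of 40% or more, normalized to positive control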;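 note: 100% = tunicamycin at 10 µg/mL and 0% = DMSO alone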
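System: CHO-CHOP luciferase reporter cell line | Buffer or medium: F12 medium containing 10% fetal bovine serum | Doses: One dose, 10 µM in 0.5% DMSO | Times: 6 h compound exposure at 37 °C after overnight seeding | Signal: Luciferase luminescence | Read-out: % activation vs tunicamycin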
tim10-1 inh: inhibits growth of tim10-1 mutant yeast | actives 2.2% (n = 330,000) | inhibition, % at 20 µM | AID 463190 | S. cerevisiae tim10-1 ts strain growth, BacTiter-Glo, 24 h;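 active = inhibition of at least 40%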;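 note: mutant grown at 25 °C; 0% = DMSO wells with yeast and 100% = wells holding no yeast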
UPR XBP1 act: activators of adaptive arm of unfolded protein response (XBP1) | CHO-XBP1 luciferase reporter, IRE1-XBP1 UPR activation, luminescence; percent of tunicamycin response, DMSO as zero | activation, % at 20 µM | actives 0.33% (n = 330,000) | AID 463104;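 active = versus positive control, 20 µM dose yields 30% or more activation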;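 note: 100% = tunicamycin at 10 µg/mL and 0% = DMSO only wells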
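assay system = CHO-XBP1 luciferase reporter cells | amount = 1000 cells/well | buffer or medium = F12 plus 10% FBS | compound dosing = single point, 20 µM final compound, 1% DMSO | incubation = 16-18 h cell attachment at 37 °C, then 6 h compound exposure | detection = Steady-Glo luminescence read | controls = tunicamycin 10 µg/mL and vehicle-only wells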
TIM10 inh: growth inhibitors of TIM10 yeast strain; inhibition, % at 10 µM; actives 1.4% (n = 330,000); S. cerevisiae TIM10 strain growth, BacTiter-Glo luminescence, 24 h; AID 463195;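 active = inhibition of 40% or more at the single tested concentration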;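 note: wild-type TIM10 isogenic control strain grown at permissive 25 °C; 0% = DMSO yeast wells and 100% = minimal medium wells without yeast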
NR3A LBD binder: NR3A (human) ligand-binding domain modulation; NR3A LBD differential scanning fluorimetry, Tm shift; 0% = protein alone, 100% = glycine-bound protein; Tm shift relative to glycine control, % at 25 µM; actives 2.5% (n = 340,000);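 active = melting temperature shift of at least 10% of the positive control shift, at one fixed dose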
tim23-1 inh: inhibits growth of tim23-1 mutant yeast | S. cerevisiae tim23-1 growth, BacTiter-Glo luminescence, 24 h | inhibition, % at 20 µM | actives 1.3% (n = 330,000);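 active = growth inhibition of the mutant yeast at or above 50%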;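 note: temperature-sensitive mutant grown at 25 °C; plate controls were DMSO-treated mutant yeast for no effect and medium wells lacking yeast for full effect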
* = called active by the depositor.

SMILES	APJ agonist	NLRP3 yeast inh	Mdm2 MdmX PPI	UPR CHOP act	tim10-1 inh	UPR XBP1 act	TIM10 inh	NR3A LBD binder	tim23-1 inh
COc1ccc(-c2csc(NCCc3nc4cc(C(=O)NCCCO)ccc4n3Cc3ccc(C)cc3)n2)cc1	-3	20	9	-0.3	22	2	3	-10	3
CC(c1ccncn1)N(C)Cc1nc(Cc2ccccc2F)no1 (stereo not given)	0	-7	-20	1.5	25	0	-6	0	9
CCC(C)(C)c1nnc(NC(=O)c2ccc([N+](=O)[O-])cc2)s1	0	-9	-29	4.1	11	4	-2	0	11
Cc1c(NC(=O)c2cc3c(=O)n4ccccc4nc3s2)c(=O)n(-c2ccccc2)n1C	-3	0	-9	1.7	10	0	-16	1	5
Cc1ccc(NS(=O)(=O)c2ccc(OCC(=O)Nc3cccc([N+](=O)[O-])c3)c(C)c2)cc1	-4	12	22	2.2	14	4	20	26*	-5
C[C@H](CO)N1C[C@H](C)[C@@H](CN(C)C(=O)Nc2ccc(C(F)(F)F)cc2)Oc2c(NC(=O)Cc3ccccc3)cccc2C1=O	-2	7	21	0.1	-4	-4	-1	-3	-1
Cc1n[nH]c(C)c1CCNC(=O)C1CCC(=O)N(CCc2cccc(F)c2)C1 (stereo not given)	1	15	6	0.1	20	-4	6	-1	9
O=c1c(N2CCOCC2)coc2ccccc12	-1	5	9	-2.0	-1	1	1	-1	10
COc1ccc(/C(C)=N/Nc2ncc(Cl)cc2Cl)c(O)c1	-1	9	14	18	25	9	-22	-10	0
O=C(NCC(=O)N1CCc2ccccc2C1)c1ccc(Cl)cc1Cl	-2	18	-5	0.9	28	-1	40	-1	26
COc1cc([C@@H]2c3cc4c(cc3[C@H](O)[C@H]3COC(=O)[C@H]23)OCO4)cc(OC)c1OC	-7	9	75*	0.1	4	6	1	1	14
Cc1ccc(CNC(=O)COc2cccc3c2OC(C)(C)C3)cc1	2	20	-5	1.2	24	1	6	0	37
C/C(=C/Cc1c(O)cc2oc(C)cc(=O)c2c1O)COC1OC(CO)C(O)C(O)C1O (stereo not given)	-3	-12	16	-1.7	1	0	6	-2	10
O=C(CNc1cccc(S(=O)(=O)N2CCCC2)c1)Nc1ccc(F)cc1F	-13	19	24	-0.9	15	-3	4	1	22
Cn1c(=O)c2[nH]c(Nc3ccccc3)nc2n(C)c1=O	0	18	41	-3.5	5	-2	-7	-1	9
C[C@H](NC(=O)C1CCN(S(=O)(=O)c2ccccc2)CC1)C(=O)NCc1cccc(Cl)c1	9	6	8	-0.8	5	-6	1	-2	-4
CCN(CC)c1nc2ccccc2[nH]1	4	-13	-27	-1.5	6	-1	-11	-1	20
O=C(Nc1cccc2ccccc12)c1cc2c(cc1Br)OCO2	-2	34	-2	0.4	35	3	12	0	27
CC(C)(C)OC(=O)N[C@H](/C=C/c1ccccc1)C(=O)OC(C)(C)C	-3	18	-3	1.0	8	-2	9	-3	29
O=C(c1cn(CC2CCCCC2)nn1)N1CCN(c2ccc(F)cc2)CC1	-3	22	18	3.7	21	-9	-4	3	24
O=C(NC(=O)c1ccccc1)NC(=O)c1ccccc1	-5	28	-6	-2.1	4	-2	-8	0	4
O=c1c2sccc2nc(SCc2cc(=O)n3ccccc3n2)n1-c1ccc(Br)cc1	0	7	4	4.8	28	5	33	-16	26
CC(NC(=O)CSc1nc2ccccc2c(=O)[nH]1)c1ccccc1 (stereo not given)	-3	3	2	-1.4	26	-2	-10	1	-5
COc1ccc(NC(=O)CCN2C(=O)c3ccccc3S2(=O)=O)cc1	-1	-4	2	0.2	9	2	16	-2	7
CCC(CC)C(=O)Nc1ccc(C(=O)Nc2cc(C)on2)cc1	-2	-4	2	0.6	1	-3	-1	2	16
COc1cc2c(cc1OC)CN(C(=S)NC(=O)c1ccccc1)CC2	-1	18	-18	-0.2	21	0	5	-3	26
Cc1cc(C)cc(OCC(=O)OCC(=O)N2CC(=O)Nc3ccccc32)c1	-1	-12	-2	-0.9	19	-2	-8	-2	13
O=C(O)CSCCOc1ccc(OCCSCC(=O)O)cc1	-1	8	3	-0.4	10	-3	-4	-13	11
Cc1cc(C(F)(F)F)n(-c2nc(C(=O)NN)cs2)n1	-3	5	10	2.9	6	1	11	0	19
Cc1ccc(N(C(=O)c2ccc(S(=O)(=O)N3CCOCC3)cc2)C2C=CS(=O)(=O)C2)cc1 (stereo not given)	-1	10	9	0.0	-9	3	3	0	7

Sorted by count of non-hydrogen atoms (high to low): some entries from above
SMILES	APJ agonist	NLRP3 yeast inh	Mdm2 MdmX PPI	UPR CHOP act	tim10-1 inh	UPR XBP1 act	TIM10 inh	NR3A LBD binder	tim23-1 inh
COc1cc([C@@H]2c3cc4c(cc3[C@H](O)[C@H]3COC(=O)[C@H]23)OCO4)cc(OC)c1OC	-7	9	75*	0.1	4	6	1	1	14
Cc1cc(C)cc(OCC(=O)OCC(=O)N2CC(=O)Nc3ccccc32)c1	-1	-12	-2	-0.9	19	-2	-8	-2	13
CC(NC(=O)CSc1nc2ccccc2c(=O)[nH]1)c1ccccc1 (stereo not given)	-3	3	2	-1.4	26	-2	-10	1	-5

Continued.
SMILES	APJ agonist	NLRP3 yeast inh	Mdm2 MdmX PPI	UPR CHOP act	tim10-1 inh	UPR XBP1 act	TIM10 inh	NR3A LBD binder	tim23-1 inh
CCN(CC)C(=O)CSc1nc2sc3c(c2c(=O)n1-c1ccc(C)cc1)CC(C)(C)SC3	-2	14	27	-0.7	19	-1	14	-1	3
CC(C)(C)OC(=O)N/N=C/c1cn(-c2ccccc2)nc1-c1cccnc1	1	14	-3	-1.5	-9	6	9	2	12
CC(=O)c1cccc(NC(=O)C2CC(=O)N(CCc3ccccc3)C2)c1 (stereo not given)	-3	12	21	-1.7	1	1	-4	0	0
Cc1c(C)n(C(=O)CSc2nccn2C)c2ccccc12	0	7	-12	-1.4	31	-2	16	1	28
CCCCN(C(=O)CCCSc1nc2ccccc2[nH]1)c1c(N)n(Cc2ccccc2)c(=O)[nH]c1=O	-1	3	-12	1.9	-3	-2	-4	-1	0
COc1ccc(CCC(=O)O)c(O)c1	-2	6	-3	-0.5	3	1	-4	0	14
O=C(O)CS(=O)(=O)CC(=O)NCc1cccc(C(F)(F)F)c1	-3	5	7	1.1	7	-1	-1	-16	0
Cc1cccn2c(CN3CCCC(c4ccccc4)C3)c(C(=O)N3CCOCC3)nc12 (stereo not given)	6	3	34	-1.2	7	2	11	0	7
CCCCCCCCN1[C@@H](CC(=O)OC)c2cc(F)ccc2S1(=O)=O	0	14	-5	-0.1	8	-1	-5	4	26
O=S(=O)(NCCOC12CC3CC(CC(C3)C1)C2)c1cccc2nsnc12	2	3	24	1.0	31	-1	2	-2	37
O=[N+]([O-])c1cc(-c2nnc(Nc3ccccc3)c3ccccc23)ccc1N1CCOCC1	0	21	40	1.2	21	1	40	-4	24
O=C1CN(C(=O)c2ccco2)C(c2ccc(F)cc2)c2cc(Cl)ccc2N1 (stereo not given)	-1	2	16	-0.3	11	0	29	-3	26
CCOCCCNC(=O)c1ccc(N2CC3CC(C2)c2cccc(=O)n2C3)c(NC(=O)Nc2cccc(OC)c2)c1 (stereo not given)	-1	7	7	0.0	-1	-6	1	-1	-14
COc1ccc(N(C(=O)c2ccncc2)S(=O)(=O)c2ccc(Cl)cc2)cc1	0	15	-6	0.5	-33	0	-90	-3	-186
N#Cc1ccccc1S(=O)(=O)N1CCC(C(=O)NCc2ccccc2CN2CCCC2)CC1	-2	0	-22	0.0	5	1	7	0	1
Cc1c(NC(=S)NC(=O)c2cccc(Cl)c2)c(=O)n(-c2ccccc2)n1C	-5	9	-23	2.4	8	-6	-6	0	2
CCN1CCCC1CNC(=O)Cn1nc(C)n2nc(-c3ccccc3)cc2c1=O (stereo not given)	6	-4	22	-1.1	-6	-3	9	0	-7
OC(CNCc1cccc(Br)c1)c1ccccc1 (stereo not given)	2	-9	-16	0.6	12	-2	1	2	0
Cc1ccc(C(=O)c2cc3ccccc3o2)cc1	-6	30	-150	5.6	4	2	18	1	15
Cn1sc(NC(=O)c2ccccc2Cl)nc1=O	-2	5	-25	-0.1	5	-2	5	0	10
CSc1ncc(C(=O)Nc2cccc(S(N)(=O)=O)c2)n1-c1ccccc1	-4	3	10	-0.5	-2	3	-11	-2	-9
COc1ccc(/C=C2/SC(=S)N(CCC(=O)N3CCN(C)CC3)C2=O)cc1	-2	14	12	1.4	18	-4	-1	1	-5
Cc1cccc(C(=O)N2CCCC(N3CCN(c4ccccc4)CC3)C2)n1 (stereo not given)	1	10	9	1.6	11	-3	9	-1	7
CCOc1ccc(C2C(C#N)=C(N)N(N(C)C)C3=C2C(=O)CCC3)cc1 (stereo not given)	-3	3	16	-1.3	12	2	1	-1	8
Cc1sc2ncnc(N3CCC(C(=O)NCC(=O)Nc4ccc(F)c(F)c4)CC3)c2c1C	-2	9	36	0.6	3	-4	1	-4	7
O=C(COc1ccc(F)cc1Cl)Nc1cccc(S(=O)(=O)N2CCCCCC2)c1	-2	22	18	0.3	9	0	21	-1	16
COc1cc(/C=C/C(=O)N2c3ccccc3Sc3ccc(C(F)(F)F)cc32)cc(OC)c1OC	-2	18	46	2.8	17	-3	10	-5	12
COc1ccc(CC(=O)OC(C)C(=O)c2ccc(C)cc2)cc1 (stereo not given)	-5	1	-2	-1.5	13	-1	-5	0	6
CCCCCc1ccc(CC(=O)N2CCOCC2)cc1	-2	16	4	0.3	12	-2	-5	-3	14
CC(C)(C)C1CCC(OC(=O)CN2CCCCC2)CC1 (stereo not given)	-4	16	0	3.2	-55	1	-13	-2	-48
Cn1nc(C(=O)OCCN2C(=O)c3ccccc3C2=O)c2ccccc2c1=O	-2	6	-12	0.4	16	0	17	3	2
COc1ccc(C2=NCC(CSc3nccc(=O)[nH]3)S2)cc1 (stereo not given)	-1	7	-20	-0.9	19	-1	3	0	17
COC(=O)C1=C(C)NC2=C(C(=O)c3ccccc32)C1c1cccc(OC)c1 (stereo not given)	-2	20	24	2.0	20	1	-1	-2	10
NS(=O)(=O)c1ccc(CCNc2ccnc3cc(Cl)ccc23)cc1	-1	17	28	-1.6	1	-6	-16	0	-1
CCOc1cc(NC(=O)c2ccco2)c(OCC)cc1NC(=O)CCC(=O)NCc1cccnc1	-2	1	15	0.8	1	-1	-9	0	-6
CN(CC(=O)Nc1ccc(F)c(F)c1F)C(=O)C1=NN(c2ccccc2)C(=O)CC1	2	23	-3	-1.7	-9	1	3	0	-9
O=C(Cc1cccs1)Nc1nnc(-c2ccccc2)s1	-2	23	-36	5.1	1	3	7	1	8
CC(C)N(Cc1ccccc1)C(=O)CCS(=O)(=O)c1ccc2c(c1)oc(=O)n2C	5	8	0	-1.5	14	-2	14	2	15
COC(=O)c1cn(C(=O)c2cc(C)cc(C)c2)c2ccccc12	-1	0	-4	-1.8	-1	2	8	4	-3
O=S1(=O)CC/C(=N\Nc2ccc(F)cc2)c2ccsc21	0	32	10	3.6	-35	-3	29	-6	34

Compounds as they come; overall some 8.2% were active at least once.
